Bioassay records as filed in PubChem.
hERG WT inh: KCNH2 (human, wildtype) channel inhibition; Q12809; hit rate 0.37% among 340,000; AID 720551; activity change, % at 1.84 µM; U2OS, BacMam KCNH2, thallium flux FluxOr; active compounds read low;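 active = maximum activity change below -70%; inconclusive = maximum activity change between -70% and -50%; inactive = maximum activity change above -50%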; note: % is set by controls: 0 for no effect and ±100 for the full control effect
Target sequence (Q12809 whole entry, looked up): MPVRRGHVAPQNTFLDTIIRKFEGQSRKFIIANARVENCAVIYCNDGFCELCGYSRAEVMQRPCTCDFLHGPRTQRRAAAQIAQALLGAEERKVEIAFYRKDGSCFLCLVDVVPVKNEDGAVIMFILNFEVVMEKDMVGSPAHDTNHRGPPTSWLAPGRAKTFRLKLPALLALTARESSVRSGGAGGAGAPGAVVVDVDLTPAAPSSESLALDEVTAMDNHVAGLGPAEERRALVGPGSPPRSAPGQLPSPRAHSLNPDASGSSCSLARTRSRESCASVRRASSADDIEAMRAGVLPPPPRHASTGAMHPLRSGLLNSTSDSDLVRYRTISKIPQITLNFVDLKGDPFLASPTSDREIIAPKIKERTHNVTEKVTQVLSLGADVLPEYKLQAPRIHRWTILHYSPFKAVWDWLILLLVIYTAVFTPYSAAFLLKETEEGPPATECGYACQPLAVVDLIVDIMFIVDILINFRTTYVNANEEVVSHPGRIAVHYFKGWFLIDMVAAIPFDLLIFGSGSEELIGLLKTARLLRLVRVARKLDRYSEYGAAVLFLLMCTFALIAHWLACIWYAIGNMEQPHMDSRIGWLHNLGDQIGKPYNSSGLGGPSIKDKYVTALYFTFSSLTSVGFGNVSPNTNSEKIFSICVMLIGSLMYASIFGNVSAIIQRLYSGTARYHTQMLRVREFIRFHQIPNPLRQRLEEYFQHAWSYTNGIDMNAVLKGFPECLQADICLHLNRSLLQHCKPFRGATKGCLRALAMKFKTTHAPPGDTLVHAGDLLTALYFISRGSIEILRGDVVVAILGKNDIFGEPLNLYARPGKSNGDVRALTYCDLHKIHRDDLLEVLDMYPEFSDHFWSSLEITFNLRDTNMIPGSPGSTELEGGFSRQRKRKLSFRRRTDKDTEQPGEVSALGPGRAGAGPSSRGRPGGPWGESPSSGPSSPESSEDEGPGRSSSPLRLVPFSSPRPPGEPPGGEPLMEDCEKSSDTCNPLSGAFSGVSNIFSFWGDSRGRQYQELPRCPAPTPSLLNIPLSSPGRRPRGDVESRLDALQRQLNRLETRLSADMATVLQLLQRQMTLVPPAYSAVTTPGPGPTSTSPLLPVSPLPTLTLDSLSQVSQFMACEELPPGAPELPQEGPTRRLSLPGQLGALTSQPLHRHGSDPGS
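U2OS cells were transduced with wild-type KCNH2 virus (2.03 x 10^8 / mL) for 4 h at room temperature, then cultured overnight at 37 C. Thallium flux was read with FluxOr dye. Rate constants were normalized to DMSO controls.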
Giardia killer: Giardia lamblia killing | Giardia lamblia trophozoite viability | activity change, % at 7.66 µM, hits read low | hit rate 0.15% among 340,000; in the data active = activity change below about -80%; inconclusive = between about -30% and that limit;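 note: parasites exposed to compound for two days anaerobically before the ATP read; % is set by controls: 0 for no effect and ±100 for the full control effect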
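Anaerobic 48 hrs incubation at 37 deg C of 100 trophozoites/well with test compounds; ATPLite 1-Step luminescence, 15-30 min RT, reports cellular ATP as viability.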
MLL CXXC-DNA inh: inhibitors of human MLL CXXC domain-DNA interaction; Q03164; MLL-CXXC / FITC-HOXA9 DNA fluorescence polarization; Potency, µM (titrated, usually from 115 µM), for the others: top-dose activity change, negative = inhibition, most hits filed as inhibitors; hit rate 0.037% among 290,000; active = well fitted inhibition curve with a large enough effect in the polarisation, with a control signal flat, not every such curve was filed as active; inconclusive = small, poorly fitted or top-dose-only effect, or effect the other way, or a change in a side signal; inactive = no such curve, though single readings can be large or run the other way; the % refers to the polarisation; note: potency is the fitted concentration of half-maximal effect
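Fluorescence polarization: 7 uM MLL-CXXC (stock) preincubated 5 min with compounds, then 50 nM fluorescein-HOX-A9 DNA (stock) added; 30 min ambient. Buffer 50 mM Tris-HCl pH 7.5, 50 mM NaCl, 1 mM DTT, 0.05% BSA.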
BCR signal inh: inhibitors of chronic active B-cell receptor signaling. hit rate 0.05% among 340,000. AID 493014. Potency, µM (doses to about 46.1 µM), inactives show at the top dose ratio change, negative = lower green/red ratio, hits mostly inhibitors. ABC-DLBCL IkBa-CBG/CBR reporter, luminescence ratio, 4 h; active = well fitted inhibition curve with a large enough effect in the signal ratio, with a control signal flat, not every such curve was filed as active; inconclusive = small, poorly fitted or top-dose-only effect, or effect the other way, or a change in a side signal; the % refers to the signal ratio;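 note: potency is the fitted concentration of half-maximal effect; plate controls were basal doxycycline-induced cells for no effect and cells given 10 µM MG132 for full effect; MG132 reads +100%, hits lower the ratio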
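Cell line TMD8 (human ABC DLBCL), stably expressing tet-inducible CBG68-IkBa fusion and CBR; IMDM/0.5% FBS; cpd up to 46 uM; dox induction, 4 h, 37C/5% CO2; dual luminescence; green/red ratio; MG132 control.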
A-T KAP1 phos: potential ataxia-telangiectasia treatment. […] A-T fibroblasts, KAP-1 phosphorylation AlphaLISA; neocarzinostatin DNA damage 30 min before lysis. Potency, µM (titrated, usually from 57.5 µM), inactives show top-dose activation, actives largely listed as activators. hit rate 0.19% among 320,000; note: potency is the fitted concentration of half-maximal effect; % of control where 0% means no effect; nearly all actives have a fitted effect of over 45% in size
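hTERT-immortalized A-T patient fibroblasts ([…]), 500 cells/well in OPTI-MEM, 1% FBS, got compounds for 60 min, then NCS for 30 min at 37C. Lysates were then assayed for phospho-KAP-1 by AlphaLISA (anti-pKAP1 donor, anti-KAP1 acceptor beads), 6 hr at 25C.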
GALK inhibitor: blocks human galactokinase activity; Potency, µM (series often up to 57.5 µM), inactives show at the top dose activity change, negative = inhibition, actives largely listed as inhibitors; P51570; Purified GALK, Kinase-Glo residual ATP luminescence; hit rate 0.007% among 270,000; note: potency is the fitted concentration of half-maximal effect; % is set by controls: 0 for no effect and ±100 for the full control effect
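Human GALK (5 nM) with 35 uM ATP and 100 uM galactose in 20 mM HEPES pH 8.0, 5 mM MgCl2, 60 mM NaCl, 1 mM DTT, 0.01% BSA. After 1 h at room temperature, leftover ATP was read by Kinase-Glo Plus luminescence.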
Tb PFK block: T. brucei PFK enzyme inhibition. Potency, µM (highest dose often 57.5 µM), for inactives: at the highest dose activity, negative = inhibition, actives largely listed as inhibitors. T. brucei PFK, ADP-Glo luminescence. O15648. hit rate 0.17% among 330,000. AID 485367;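 note: potency is the fitted concentration of half-maximal effect; 0% = uninhibited 1x PFK enzyme wells and -100% = no-enzyme wells; nearly all actives have a fitted effect of over 60% in size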
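Luminescent ADP detection (ADP-Glo, two-step: ATP depletion then ADP-to-ATP conversion for luciferase) reported PFK activity after 45 min room-temperature reaction of 1.25 nM enzyme with 0.5 mM F6P and 0.1 mM ATP at pH 8.0.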
TCR act: activates T cell receptor signaling; 330,000 tested, under 10 active; Potency, µM (highest dose often 9.22 µM), for inactives: at the highest dose activation of IL-2 secretion, actives largely listed as activators; primary human leukocytes, anti-CD3, IL-2 HTRF, 48 h; note: % of control where 0% means no effect
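1) Mix primary human leukocytes, a-CD3 beads and compound. 2) Incubate 48 hr. 3) Add HTRF IL-2 reagents (a-IL-2-K, a-IL-2-d2).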
FBPA coupling cs: inhibits coupling enzyme system, counter-screen for aldolase hits | coupling enzyme system counterscreen, AmpLite Red fluorescence | activity change, negative = inhibition, % at 58.2 µM, hits read low | hit rate 0.67% among 290,000; in the data active = activity change below about -30%; note: % is set by controls: 0 for no effect and ±100 for the full control effect
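Counterscreen of the coupled detection system alone, without aldolase: glyceraldehyde-3-phosphate coupling enzymes plus AmpLite Red readout. Compounds at 57.5 uM final, 10 min RT preincubation, 20 min RT reaction, fluorescence 525/598 nm.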
TSHR antagonist: human thyrotropin receptor antagonism | activity change, negative = inhibition, % at 11.5 µM | TSHR-expressing cells, TSH-stimulated cAMP HTRF, 2 h; active compounds read low | P16473 | hit rate 0.2% among 330,000 | AID 504810;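 active = activity change below a set negative limit, meaning inhibition stronger than a set level, cut at about -70% in these data; inconclusive = activity change between two set negative limits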; note: % is set by controls: 0 for no effect and ±100 for the full control effect
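TSHR-expressing cells, 200/well, pre-treated with compound, then stimulated with EC80 TSH (4nM final) for 2 hours at 37 deg C. cAMP measured by competitive HTRF: anti-cAMP cryptate antibody in lysis buffer plus cAMP-d2, read after 30 minutes at room temperature.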
* hit, by the source's call; ? = inconclusive; . = not tested or not shown; & = joins results of further samples; [ ] = remark or other dose. Unless noted, calls come from the whole dose curve; as a rule, active = well fitted curve in the direction sought with a large enough effect; inconclusive = small, poorly fitted or top-dose-only effect, or another doubt; inactive = no such curve, though single readings can be large; an effect the other way counts as inactive or inconclusive.

Order of values: MLL CXXC-DNA inh	TCR act	FBPA coupling cs	BCR signal inh	Giardia killer	hERG WT inh	TSHR antagonist	A-T KAP1 phos	GALK inhibitor	Tb PFK block
> CC(=O)C12C3C4C(C5C1C3C5(Br)C41OCCO1)C21OCCO1 (stereo not given)
  .	6%[46.1 µM]	0	1%	9	-5	-6	1%	.	1%
> COC(=O)c1cc(NC(=O)c2c(F)c(F)c(F)c(F)c2F)cc(C(=O)OC)c1
  -1%	0%[46.1 µM]	-1	-15%	8	28	-9	-6%	1%	-6%
> O=C(CSc1nnc2ccccn12)NNC(=O)c1cccc(Cl)c1
  .	-2%[46.1 µM]	.	?	6	3	3	23%	.	-5%
> CCC(C)N(C(=O)CN1C(=O)NC2(CCc3ccccc32)C1=O)C1CCS(=O)(=O)C1 (stereo not given)
  .	4%	.	?	30[activator]	-2	-3	5%	.	-8%
> CCOc1ccc(N(CC(=O)NCc2ccc(F)cc2)C(=O)CCC(=O)Nc2nccs2)cc1
  -6%	3%	0	-1%	-7	4	-95*	2%	3%	-3%
> CC(C)(C)c1ccc(S(=O)(=O)NCc2ccc(C(=O)N3CCCC3)cc2)cc1
  0%	9%	1	?	-1	-3	-18	.	2%	2%
> CCCOc1cccc(C2/C(=C(/O)c3ccc(F)cc3)C(=O)C(=O)N2CCN(C)C)c1 (stereo not given)
  -4%	-2%	4	3%	3	1	-6	4%	10%	-1%
> CCO[C@H]1OC(C(=O)N2CCN(Cc3ccccc3)CC2)=C[C@@H](C)[C@@H]1CCCO
  11%	-1%	4	-1%	10	.	-6	1%	10%	-1%
> CCOCCCN1CC(C(=O)NCCc2ccccc2)CC1=O (stereo not given)
  -1%	-2%	0	0%	-12	7	-2	-1%	0%	3%
> O=C(NCCSc1ccccc1)c1cncc(Br)c1
  4%	6%	3	?	1	4	-1	.	1%	-4%

Next part
Order of values: MLL CXXC-DNA inh	TCR act	FBPA coupling cs	BCR signal inh	Giardia killer	hERG WT inh	TSHR antagonist	A-T KAP1 phos	GALK inhibitor	Tb PFK block
> COCCn1c(SCC(=O)Nc2ccc(S(N)(=O)=O)cc2)nc2ccccc21
  -1%	-3%	3	9%	8	6	8	2%	0%	-2%
> Cc1ccc(C(C(=O)NCc2ccco2)N(C(=O)CNC(=O)c2cccs2)c2ccc(C)cc2)cc1 (stereo not given)
  -6%	3%	2	-12%	-1	6	9	-7%	-2%	-2%
> Cc1ccc(C(=O)OCc2cn3ccccc3n2)cc1
  -1%	3%	2	?	4	2	4	9%	-4%	9%
> Cc1c(Cl)cccc1NC(=O)CCN1C(=O)C2CC=CCC2C1=O (stereo not given)
  -3%	2%	.	-1%	21	3	-12	5%	-3%	0%
> Cc1ccc(OCC(=O)N/N=C2/SCC(=O)N2Cc2ccco2)cc1
  -11%	-5%	0	-4%	-6	3	14	2%	8%	-3%
> O=C(Nc1cc(Cl)ccc1-n1cncn1)c1cccc(S(=O)(=O)N2CCOCC2)c1
  .	-3%	.	-3%	1	-10	-3	9%	.	-8%
> COCCn1nnnc1CN1CCN2CCCC2C1 (stereo not given)
  0%	0%	2	-3%	7	-10	2	2%	-2%	4%
> Cc1cc(C)c2c(NC(N)=S)n[nH]c2n1
  -7%	12%	4	?	-2	5	0	-3%	0%	-2%
> Cc1ccc(S(=O)(=O)NCC(=O)NCC(=O)OC(C(=O)NC(N)=O)C(C)C)cc1C (stereo not given)
  -3%	-3%	1	-1%	-5	-1	-1	4%	-1%	0%
> COc1ccc(C(OCC(O)CNCCc2ccccc2)c2ccc(OC)cc2)cc1 (stereo not given)
  7%	9%	4	?	-8	26	2	-4%	0%	-4%

Other entries follow:
Order of values: MLL CXXC-DNA inh	TCR act	FBPA coupling cs	BCR signal inh	Giardia killer	hERG WT inh	TSHR antagonist	A-T KAP1 phos	GALK inhibitor	Tb PFK block
> Cc1nc2ccc(Br)cc2c2c1CC(CO)O2 (stereo not given)
  -2%	-8%	2	13%	1	-4	-5	2%	-2%	1%
> O=C(COc1ccc2ccc(=O)oc2c1)N1CCN(c2ccccc2)CC1
  -4%	.	-2	-11%	3	-13	11	2%	12%	-9%
> CC(=O)c1cnc2cc(-c3ccc(C)cc3)nn2c1C
  7%	4%[46.1 µM]	-3	?	-13	-12	-6	5%	-5%	0%
> Cc1ccccc1-n1c(=O)/c(=C\c2ccco2)s/c1=C(/C#N)C(=O)Nc1ccccc1
  -7%	-2%	-14	?	-16	-20	6	3%	5%	0%
> O=C(CCn1nc(-c2ccc(Cl)cc2)c2ccccc2c1=O)NCCN1CCOCC1
  2%	4%	.	-2%	-25	-2	7	2%	1%	3%
> COc1ccc(NC(=O)C2CC(=O)n3ncnc3N2)cc1 (stereo not given)
  -11%	-3%	2	0%	-11	-15	10	-1%	2%	-4%
> COc1ccc(CCNC(=O)C(CCC(N)=O)NS(=O)(=O)c2ccc(Cl)cc2)cc1OC (stereo not given)
  -8%	0%	-29	?	8	.	1	2%	.	-4%
> O=c1[nH]c(NCCO)nc2c1C1(CCCC1)Cc1ccccc1-2
  6%	3%	-3	?	-5	-1	4	2%	-4%	-1%
> COc1cc(C(=O)Nc2nc(C)c(Cc3ccc4c(c3)OCO4)s2)cc(OC)c1OC
  6%	5%[46.1 µM]	-10	?	8	.	-22	.	2%	-27%
> O=[N+]([O-])c1cc(S(=O)(=O)N2CCCC2)ccc1NCCCN1CCOCC1
  -2%	-3%	0	2%	-9	-3	-2	-4%	2%	1%

The results go on:
Order of values: MLL CXXC-DNA inh	TCR act	FBPA coupling cs	BCR signal inh	Giardia killer	hERG WT inh	TSHR antagonist	A-T KAP1 phos	GALK inhibitor	Tb PFK block
> CCOC(=O)CCN(Cc1cccs1)S(=O)(=O)c1ccc(Cl)cc1
  -7%	9%	0	5%	-6	0	0	15%	-1%	-1%
> COc1ccc(S(=O)(=O)N[C@@H](CSCc2ccccc2)C(=O)O)cc1
  4%	3%	.	-7%	2	11	0	8%	1%	-3%
> CC(=O)SCC[N+](C)(C)C
  4%&7%	-10%	8	0%	?	-4	5&4	-59%[inhibitor]	3%	0%
> O=C(C[n+]1ccccc1)Nc1ccc(Oc2ccccc2)cc1
  -10%	4%	-1	-8%	-5	1	-8	7%	8%	-2%
> COc1cc(C(=O)Nc2cccc(S(=O)(=O)N3CCCC3)c2)cc(OC)c1C
  1%	3%	-11	7%	0	-7	-35	46%	0%	4%
> COc1cc2c(cc1OC)C(C)N(C(=O)/C=C/c1cc(OC)c(OC)c(OC)c1)CC2 (stereo not given)
  -2%	-4%	0	-9%	-11	4	-9	20%	-4%	-1%
> COc1cc(C2C(=O)c3ccccc3C2=O)ccc1O
  3%	-7%	-1	?	-16	0	37	32%	3%	-3%
> O=C(C1COc2ccccc2O1)N1CCN(c2ccccc2F)CC1 (stereo not given)
  0%	12%	1	?	3	4	-5	11%	4%	-1%
> Cc1ccc(S(=O)(=O)CC(=O)N2CCN(c3ccccc3F)CC2)cc1
  6%	-29%	-4	2%	-2	-14	31	14%	5%	-2%
> Cn1nc(-c2ccccc2)c2ncc(C(F)(F)F)cc21
  2%	-4%	0	8%	2	0	2	0%	2%	6%

Next section.
Order of values: MLL CXXC-DNA inh	TCR act	FBPA coupling cs	BCR signal inh	Giardia killer	hERG WT inh	TSHR antagonist	A-T KAP1 phos	GALK inhibitor	Tb PFK block
> CC(C)(C)[C@@H]1C=C(C(N)=O)O[C@H](OCc2ccc(CO)cc2)C1
  -6%	-1%	-5	-3%	-10	4	0	-16%	5%	0%
> COc1ccc(C2=NN(C(=O)CCC(=O)O)C(c3ccccc3)C2)cc1 (stereo not given)
  11%	-1%	9	8%	2	3	-12	4%	-3%	1%
> COc1cccc(CC2(CO)CCN(S(=O)(=O)N(C)C)CC2)c1
  -1%	2%	-2	?	3	-5	-4	0%	5%	-4%
> Cc1c(C(=O)N2CCN(Cc3ccc4c(c3)OCO4)CC2)sc2ncnc(N3CCN(c4ccccc4)CC3)c12
  7%	7%	10	?	-6	12	?	-3%	7%	-5%
> O=[N+]([O-])C(/C=C(/Cl)[N+](=O)[O-])=C(N1CCCCC1)N1CCCCC1
  4%	1%	0	0%	-94*	-2	6	-6%	5%	11%
> COc1cc(C(=O)Nc2cccc3cccnc23)cc(OC)c1OC
  -6%	-2%	-3	11%	-17	8	6	3%	0%	4%
